Bioassay records deposited in PubChem by several laboratories.
Exocytosis inh: LAMP-1 surface exposure blockers, TALL-104 cells – cell-based, flow cytometry, MLPCN library, primary screen; 360,000 tested, 0.66% active; TALL-104 LAMP-1 surface exposure; cells stimulated with thapsigargin and PMA; AID 651702, 2012; inhibition, % at 10 µM;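 active = inhibition above about 55%, limit read from the data; inconclusive = no clear call, values can overlap the other calls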
MC4R barr agon: MC4R agonists recruiting beta-arrestin, primary screen, cell-based, luminescence, agonist arm of biased-ligand search; Melanocortin receptor 4 (Homo sapiens), P32245; 360,000 tested, 0.98% active; U2OS MC4R beta-arrestin complementation; percent of melanotan II response, DMSO zero; activation, % at 8.9 µM;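 active = activation above a per-plate cutoff, the mean activation of sample wells on that plate plus 3 SD, cut at about 8% in these data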
H9c2 protect: cardioprotection against H2O2-induced cell death, primary screen, uHTS, H9c2 cells, ATPLite luminescence; 360,000 tested, 0.63% active; H9c2 cardiomyocytes, H2O2 injury protection, 2 h; protection from H2O2 cell death, % at 20 µM;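 active = compounds giving at least 50% protection of heart cells from peroxide-induced death in the single-dose screen, raw or plate-pattern-corrected value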;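 note: 0% = DMSO wells with peroxide and 100% = DMSO wells without peroxide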
ABHD5 PLIN5 PPI: ABHD5-PLIN5 interaction inhibitors, primary screen, cell lysate, split luciferase complementation, luminescence | Perilipin-5 (Homo sapiens) + 1-acylglycerol-3-phosphate O-acyltransferase ABHD5 (Homo … | Split G. princeps luciferase complementation, 4 h | inhibition, % at 4 µM | 360,000 tested, 0.78% active;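 active = inhibition above the mean inhibition across every tested compound plus 3 SD, cut at about 22% in these data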;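 note: 0% = DMSO only wells and the 100% control is not disclosed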
CaV13 ICDI inh: Disruptors of the CACNA1D IQ motif to Ca2+-dependent inactivation inhibitor domain association, primary screening, Förster resonance energy transfer in intact living …; HEK cells, CFP/YFP FRET ICDI-IQ, plate reader, 10 min; percent FRET-ratio fall versus neutral wells; inhibition, % at 12.3 µM; 340,000 tested, 0.098% active;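 active = mean replicate inhibition of at least 30% and at least 1% of replicates passing that level; inconclusive = only one of the two criteria is met; inactive = neither criterion is met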;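 note: 0% = median of the neutral control wells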
MC4R antag cAMP: MC4R antagonists of cAMP signaling, primary screen, cell-based, TR-FRET, antagonist arm of biased-ligand search; inhibition, % at 6.5 µM; Melanocortin receptor 4 (Homo sapiens), P32245; 360,000 tested, 0.48% active; AID 540295, 2011; MC4R-expressing cells, MTII-stimulated cAMP, LANCE TR-FRET;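 active = inhibition above its plate's cutoff, the mean of tested wells on that plate plus 3 SD, cut at about 29% in these data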;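 note: 0% = Melanotan II alone and 100% = Melanotan II plus saturating MCL0020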
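System: U2OS-MC4R stable cell line; Technique: Eu-cAMP/anti-cAMP TR-FRET, emission 671 nm; Repeats: single well per compound; Also added: Melanotan II; Dosing: one concentration, 6.5 µM nominal; Schedule: 30-min compound, 1-h challenge, 1-h detection, room temperature.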
ABCB6 inh MLPCN: ABCB6 transporter inhibitors, primary screen, K562-ABCB6 cells, flow cytometry, MLPCN library; ATP-binding cassette sub-family B member 6 (Homo sapiens), Q9NP58; K562-ABCB6 porphyrin accumulation, 1 h; active compounds read low; fluorescence ratio to DMSO, % at 10 µM; 360,000 tested, 0.19% active; AID 602162, 2011;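 active = fluorescence ratio to DMSO below 75%, the collection mean minus 3 SD; inconclusive = too few cells collected in the well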;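 note: signal is porphyrin accumulated inside mitochondria; 100% equals median channel fluorescence of DMSO control wells; lower ratio means ABCB6 inhibition with less porphyrin fluorescence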
Target sequence (Q9NP58 whole entry, looked up): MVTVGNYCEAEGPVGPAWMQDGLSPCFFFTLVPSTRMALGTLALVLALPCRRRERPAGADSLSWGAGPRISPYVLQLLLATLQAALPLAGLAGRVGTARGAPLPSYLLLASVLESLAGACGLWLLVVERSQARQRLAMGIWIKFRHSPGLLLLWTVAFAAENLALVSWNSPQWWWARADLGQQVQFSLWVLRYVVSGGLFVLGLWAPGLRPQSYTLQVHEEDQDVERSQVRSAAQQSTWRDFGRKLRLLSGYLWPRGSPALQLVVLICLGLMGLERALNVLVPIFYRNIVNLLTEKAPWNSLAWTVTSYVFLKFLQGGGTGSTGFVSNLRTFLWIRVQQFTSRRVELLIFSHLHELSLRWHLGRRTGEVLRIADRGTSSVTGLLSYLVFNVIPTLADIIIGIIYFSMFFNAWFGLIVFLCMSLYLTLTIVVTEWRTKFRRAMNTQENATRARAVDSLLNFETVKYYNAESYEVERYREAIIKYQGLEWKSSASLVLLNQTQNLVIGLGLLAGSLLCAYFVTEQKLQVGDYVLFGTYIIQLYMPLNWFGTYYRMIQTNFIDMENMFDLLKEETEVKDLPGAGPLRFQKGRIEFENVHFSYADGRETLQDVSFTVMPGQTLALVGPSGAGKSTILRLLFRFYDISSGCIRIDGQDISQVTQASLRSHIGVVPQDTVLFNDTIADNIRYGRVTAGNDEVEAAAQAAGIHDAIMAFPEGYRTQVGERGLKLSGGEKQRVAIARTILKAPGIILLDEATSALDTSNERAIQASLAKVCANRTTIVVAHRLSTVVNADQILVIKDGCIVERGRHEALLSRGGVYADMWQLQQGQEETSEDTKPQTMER
m5-HT2A agonist: mouse Htr2a agonists via beta-arrestin recruitment, primary screen, cell-based, luminescence. 5-hydroxytryptamine receptor 2A (Mus musculus), P35363. CHO-K1 mHTR2A beta-arrestin complementation; percent of 30 µM serotonin response. activation, % at 7.6 µM. 360,000 tested, 0.66% active;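 active = activation above a run cutoff, the mean activation of all tested compounds plus 3 SD, cut at about 14% in these data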;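 note: 0% = plate median of compound wells and 100% = 30 µM serotonin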
PDI inh: inhibitors of human PDI, primary screen, biochemical, turbidity, single point, plate reader; inhibition, % at 10 µM; 350,000 tested, 0.052% active; PDI insulin aggregation turbidity, A650, 90 min; AID 588391, 2011;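 active = mean inhibition across replicates of 30% or more, whatever share of single replicates reach that level; inconclusive = mean inhibition below 30% while every single replicate reaches 30%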;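 note: absorbance from insulin aggregation driven by PDI reduction with DTT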
N-glyco inh: increase of ERlucT glycosylation luciferase signal, primary screen, N-linked glycosylation inhibitor project, D54 ERlucT cells, luminescence, set 2 | D54 ERlucT glycosylation luciferase reporter, 24 h; percent of 100 nM tunicamycin response | reporter increase, % at 12.5 µM | 360,000 tested, 0.23% active | AID 588692, 2011;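 active = mean luciferase reporter signal, scaled so untreated is 0 and the glycosylation-blocking control 100, at or above a set limit in every replicate; inconclusive = mean reaches the limit but not every replicate does; inactive = mean below the limit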;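 note: luciferase carries N-glycosylation sites so blocking glycosylation raises the light; 0% = median of neutral control wells and 100% = median of 100 nM tunicamycin wells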
* hit, by the source's call; ? = inconclusive; nt = no result given.

SMILES	Exocytosis inh	MC4R barr agon	H9c2 protect	ABHD5 PLIN5 PPI	CaV13 ICDI inh	MC4R antag cAMP	ABCB6 inh MLPCN	m5-HT2A agonist	PDI inh	N-glyco inh
NC(=O)c1ccsc1NC(=O)COC(=O)Cc1n[nH]c(=O)c2ccccc12	4	-2.0	78*	-11	-2	-5	95	6	1	-1
O=C(c1cccs1)N(C(=O)c1cccs1)c1ccccn1	3	-0.4	3	2	-10	7	97	-4	4	0
CCOc1ccc(N2C(=O)/C(=C/c3cc(OC)c(OC)c(OC)c3)N(CC(=O)OC)C2=S)cc1	0	-2.6	5	19	-5	23	92	2	10	3
COc1ccc(-c2ccc(CNCCCN3CCOCC3)o2)cc1Cl	34	-3.4	26	7	2	-2	85	-5	-7	-1
CC(C)NC(=O)CNc1ccc(C(F)(F)F)cc1[N+](=O)[O-]	0	-1.3	-12	1	-6	-3	101	6	-4	-2
CNCc1ccccc1Sc1cccc2ccccc12	12	-0.1	-10	15	-8	-1	99	-10	-3	-4
Cc1cc(-c2ccc(NS(=O)(=O)c3ccccc3)c(C)c2)ccc1NS(=O)(=O)c1ccccc1	-7	0.7	-3	13	-5	-1	99	-6	6	-6
Cc1ccc(S(=O)(=O)N2CC(CO)=CCC2c2ccccc2)cc1 (centres undefined)	-4	nt	nt	-3	-9	nt	nt	-3	nt	nt
O=C(CN1C(=O)NC(Cc2ccccc2)C1=O)Nc1ccccc1F (centres undefined)	0	-4.9	6	-8	-4	10	97	2	8	-3
O=C(COc1ccc(F)cc1)NCC1(N2CCOCC2)CCCCC1	2	-0.4	-2	1	-3	5	99	-4	0	-1
O=C(CN(C(=O)CNC(=O)c1ccco1)c1ccc(Cl)c(Cl)c1)NC1CCCCC1	2	-0.7	-2	-6	-5	4	85	-2	0	-2
CCOC(=O)C1(C(N)=O)OC1(c1ccc(Cl)cc1)c1ccccc1Cl (centres undefined)	-3	-1.2	-3	4	-5	5	96	-3	-5	-1
N#CC(C(=O)NC1CCCCC1)=C1CCCCCC1	-1	2.8	0	3	-4	9	101	-2	-1	2
O=C(CN(CC1CCCO1)C(=O)CNS(=O)(=O)c1ccc(F)cc1)NC1CCCCC1 (centres undefined)	?	-2.3	-2	1	-3	2	97	5	-11	1
CC(NC(=O)Cn1cnc2c1c(=O)n(C)c(=O)n2C)c1ccccc1 (centres undefined)	-1	0.0	2	9	nt	6	95	7	11	0

Retrieved by structure from above:
SMILES	Exocytosis inh	MC4R barr agon	H9c2 protect	ABHD5 PLIN5 PPI	CaV13 ICDI inh	MC4R antag cAMP	ABCB6 inh MLPCN	m5-HT2A agonist	PDI inh	N-glyco inh
COc1ccc(-c2ccc(CNCCCN3CCOCC3)o2)cc1Cl	34	-3.4	26	7	2	-2	85	-5	-7	-1
O=C(CN(CC1CCCO1)C(=O)CNS(=O)(=O)c1ccc(F)cc1)NC1CCCCC1 (centres undefined)	?	-2.3	-2	1	-3	2	97	5	-11	1
O=C(CN(C(=O)CNC(=O)c1ccco1)c1ccc(Cl)c(Cl)c1)NC1CCCCC1	2	-0.7	-2	-6	-5	4	85	-2	0	-2

(further entries)
SMILES	Exocytosis inh	MC4R barr agon	H9c2 protect	ABHD5 PLIN5 PPI	CaV13 ICDI inh	MC4R antag cAMP	ABCB6 inh MLPCN	m5-HT2A agonist	PDI inh	N-glyco inh
Cc1cc(C)c2c(=O)c3c(oc2c1)C(=O)N(CCO)C3c1cccc(O)c1 (centres undefined)	-1	-0.3	1	0	-5	-7	99	-8	2	3
O=C(NCCCNc1ccnc2cc(Cl)ccc12)c1ccccc1F	30	-2.1	-10	-9	-2	-1	85	-13	0	0
O=C(CN(Cc1ccc(F)cc1)C(=O)CNS(=O)(=O)c1ccccc1)NCc1ccco1	9	-0.8	1	-1	-7	-1	99	2	-17	0
O=C(NC1CC1)c1nc(Cn2cc([N+](=O)[O-])cn2)no1	0	-2.9	2	-3	-2	0	102	2	-9	1
O=C(CN1C(=O)/C(=C/c2ccccc2Cl)SC1=S)NC1C=CS(=O)(=O)C1 (centres undefined)	-1	-1.3	-4	7	-5	18	96	-7	-3	-1
O=C(O)Cn1nnn(-c2ccccc2)c1=S	-1	-1.1	-4	2	-5	6	89	0	-8	nt
Cn1c(NC(=O)C[n+]2cc(-c3ccc(Cl)c(Cl)c3)n3c2CCC3)cc(=O)n(C)c1=O	-1	-0.4	0	7	-4	-7	98	4	-12	0
CC1(Cc2ccc(Cl)cc2)C(=O)Nc2c(Cl)cccc21 (centres undefined)	3	-1.5	-16	-4	nt	12	96	-8	-3	-1
Cc1cccc(N(CC(=O)NC(C)C)C(=O)CCC(=O)Nc2nccs2)c1	8	-0.5	-4	4	-4	3	103	-6	-16	1
COCc1ccc(C(=O)N2CCCCC2C(=O)Nc2ccc(-n3nc(C)cc3C)cc2)o1 (centres undefined)	3	-2.5	2	0	nt	1	101	0	-3	-2
C=CCNC(=O)CC(=O)N/N=C/c1ccc(C(=O)OC)cc1	-1	-0.7	2	-1	0	4	100	1	-1	1
CCOC(=O)/C(C#N)=C/C1=C(N2CCCC2)CC(C)(CC)OC1 (centres undefined)	1	-1.7	13	-1	nt	8	100	3	14	1
NC(=O)c1ccsc1NC(=O)COC(=O)COc1ccc(C=O)cc1	12	-0.9	-8	4	-5	7	94	5	-14	0
O=C(c1ccc2ccccc2n1)N(CCO)Cc1ccccc1	-2	-0.3	-1	-4	-5	22	102	0	-2	2
Cc1nonc1NC(=O)N1CCCC1	0	-0.5	-1	1	-3	12	99	0	6	1
CCCc1nc2ccccc2c(=O)n1/N=C/c1ccc(O)c(O)c1	1	3.0	30	4	nt	-2	106	-1	0	-5
Cc1cc(C(=O)Nc2cccc3c2O[C@@H](CN(C)S(C)(=O)=O)[C@H](C)CN([C@@H](C)CO)C3=O)n(C)n1	0	0.4	3	8	-11	5	95	5	8	4
CCN(C(=O)c1sc(N)c(C#N)c1C)C1CCCCC1	1	-2.2	-1	-5	-7	-3	99	-2	8	1
COc1ccc(/C(C)=N\Nc2nc(-c3ccccc3)cc(=O)[nH]2)cc1	-2	-1.9	7	-3	-2	-10	99	1	-10	6
Cc1noc(C)c1S(=O)(=O)N(CC(=O)NC1CCCC1)c1ccc(C(C)C)cc1	-1	-1.3	5	-2	-2	7	96	5	-13	-2
COC1CCN(Cc2cn(Cc3ccccc3)nc2-c2cc3ccccc3o2)CC1	27	-1.0	13	12	-2	2	96	-8	5	-3
CC(c1ccccc1)n1c(Br)nc2c1c(=O)[nH]c(=O)n2C (centres undefined)	0	-0.5	9	-7	-2	4	100	3	-5	0
CC(C)(O)[C@H](O)COc1c2ccoc2cc2oc(=O)ccc12	-2	-0.1	-6	4	-12	7	97	6	10	2
C[C@H](CO)N1C[C@H](C)[C@@H](CN(C)C(=O)c2cccc(F)c2)Oc2cc(-c3cncnc3)ccc2S1(=O)=O	-3	-0.7	12	5	nt	12	104	2	-5	1
CCOC(=O)COc1ccc(S(=O)(=O)N2CCN(c3ccccc3F)CC2)cc1	3	0.9	-6	2	nt	11	98	-3	9	2
COc1ccccc1Nc1ccc2nonc2c1[N+](=O)[O-]	16	0.4	-3	-6	-5	-3	100	-1	17	0
COc1ccc(-n2nc(C(=O)NCC(=O)N3CCN(Cc4ccccc4)CC3)c3ccccc3c2=O)cc1OC	-8	-1.9	6	5	-2	1	95	-4	-4	0
O=C(c1ccc(Br)o1)N1CC=C(c2ccccc2)CC1	-16	0.5	3	2	-6	4	100	0	2	0
CCN1C[C@@H]2[C@@H]3C(=O)N(C)C(=O)[C@@H]3[C@](Cc3ccccc3)(C1=O)N2C(=O)c1ccc(F)cc1	1	1.8	1	-2	-9	13	99	-4	-4	0

3 of the entries above in order of the CaV13 ICDI inh value, lowest first:
mol,Exocytosis inh,MC4R barr agon,ABHD5 PLIN5 PPI,CaV13 ICDI inh,MC4R antag cAMP,ABCB6 inh MLPCN,m5-HT2A agonist,PDI inh,N-glyco inh
Cc1cc(C(=O)Nc2cccc3c2O[C@@H](CN(C)S(C)(=O)=O)[C@H](C)CN([C@@H](C)CO)C3=O)n(C)n1,0,0.4,8,-11,5,95,5,8,4
CCN1C[C@@H]2[C@@H]3C(=O)N(C)C(=O)[C@@H]3[C@](Cc3ccccc3)(C1=O)N2C(=O)c1ccc(F)cc1,1,1.8,-2,-9,13,99,-4,-4,0
Cc1noc(C)c1S(=O)(=O)N(CC(=O)NC1CCCC1)c1ccc(C(C)C)cc1,-1,-1.3,-2,-2,7,96,5,-13,-2
